Screening results: PubChem BioAssay, Broad Institute
E-sel inducer: E-selectin induction on HUVECs; actives 0.37% (n = 260,000); HUVEC E-selectin immunofluorescence imaging; normalized: neutral wells 0, TNF-alpha wells 100; activation, % at 7.58 µM; AID 686992;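 active means mean E-selectin-positive cell signal at least 10% of the positive control, reached in at least 60% of replicates, without over 20% cell loss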;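 further: in these data hits start at about 27%; measured in HUVEC primary endothelial cells; signal is the percent of cells scored E-selectin positive by PE staining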
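Assay system: HUVEC, human umbilical vein endothelial cells / Amount: 3,000 HUVEC/well / Controls: TNF-alpha positive control, DMSO neutral control / Compound dosing: single concentration / Medium: EGM-2 over gelatin coat / Evaluation: percent E-selectin-positive cells / Signal: immunofluorescence imaging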
RAD52 anneal inh: blocks human RAD52 DNA annealing. recombinant RAD52 DNA annealing, FRET fluorescence. inhibition, % at 18.7 µM. actives 0.46% (n = 360,000);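 active means every replicate showing at least 50% inhibition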
Cneo AK release: causes C. neoformans cell lysis | adenylate kinase release luminescence, 4 h; normalised: neutral wells 0, clomiphene wells 100 | lysis activity, % at 15 µM | actives 0.2% (n = 360,000);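 active means mean lysis activity across replicates of at least 80%, whatever share of replicates individually reach that level; inactive means mean lysis activity below 80%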
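Material – log-phase Cryptococcus neoformans yeast cells · Input – 5 × 10^6 yeast cells/mL · Medium – fresh YPD growth medium · Doses – single compound concentration per well · Timing – static 4 h at 37 °C with compound, 1 h detection · Detection – adenylate kinase release luminescence · Read-out – signal increase indicating cell lysis · Control set – Clomiphene as positive lysis control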
miR122 inh: inhibitors of miR-122 in Huh7 cells; AID 602342; Huh7 miR-122 Renilla luciferase sensor, 48 h; neutral wells = 0, positive control = 100; actives 0.3% (n = 340,000); activation (reporter increase), % at 12.5 µM;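 active means mean replicate activation score at least 90 and every replicate individually at or above 90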;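 further: higher luciferase means less miR-122 activity so hits act as miR-122 inhibitors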
PGC1a acetyl inh: lowers PGC1a acetylation signal in U2OS cells; AlphaScreen anti-acetyl-lysine; with virally co-expressed GCN5 acetyltransferase; inhibition, % at 15.6 µM; actives 0.17% (n = 350,000);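 active means every replicate shows inhibition of at least 40%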;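 further: 0% = neutral control wells and 100% = positive control wells; some results beyond the cut were filed as inactive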
ERAP1 inh: blocks human ERAP1 aminopeptidase activity; Q9NZ08; recombinant ERAP1, Leu-AMC fluorescence, 60 min; inhibition, % at 10.7 µM; actives 0.15% (n = 340,000); AID 652197;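 active means mean replicate inhibition of at least 30%, or all replicates individually reaching that 30% level; inactive means mean below 30% and not every replicate reaching it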;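 further: 0% = neutral control wells and 100% = L-leucinethiol positive control wells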
Target sequence (Q9NZ08 whole entry, looked up): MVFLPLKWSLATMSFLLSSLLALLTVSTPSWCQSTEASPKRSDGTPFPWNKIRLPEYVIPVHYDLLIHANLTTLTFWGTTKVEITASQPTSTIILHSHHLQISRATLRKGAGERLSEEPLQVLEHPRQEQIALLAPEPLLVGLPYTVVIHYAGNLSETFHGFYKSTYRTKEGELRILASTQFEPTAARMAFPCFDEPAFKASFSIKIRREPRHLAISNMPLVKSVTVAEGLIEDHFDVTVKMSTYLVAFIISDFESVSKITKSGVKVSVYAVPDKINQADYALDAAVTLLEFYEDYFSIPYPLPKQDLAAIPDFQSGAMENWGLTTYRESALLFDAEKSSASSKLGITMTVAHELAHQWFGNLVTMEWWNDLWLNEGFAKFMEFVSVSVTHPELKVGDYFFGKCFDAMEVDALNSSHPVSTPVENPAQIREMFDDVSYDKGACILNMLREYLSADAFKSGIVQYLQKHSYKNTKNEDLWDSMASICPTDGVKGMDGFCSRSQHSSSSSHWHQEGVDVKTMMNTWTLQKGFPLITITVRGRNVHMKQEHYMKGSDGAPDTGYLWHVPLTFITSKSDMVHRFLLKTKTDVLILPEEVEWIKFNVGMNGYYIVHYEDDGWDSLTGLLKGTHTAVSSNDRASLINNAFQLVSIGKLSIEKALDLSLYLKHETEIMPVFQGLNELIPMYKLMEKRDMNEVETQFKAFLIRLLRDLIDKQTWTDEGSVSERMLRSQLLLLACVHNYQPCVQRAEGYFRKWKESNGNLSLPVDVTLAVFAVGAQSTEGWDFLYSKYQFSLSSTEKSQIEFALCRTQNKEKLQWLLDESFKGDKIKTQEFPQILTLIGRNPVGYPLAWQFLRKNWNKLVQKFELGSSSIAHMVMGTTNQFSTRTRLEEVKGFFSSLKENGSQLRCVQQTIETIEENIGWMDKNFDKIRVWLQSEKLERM
RAD54 branch: inhibitors of human RAD54 branch migration; RAD54 Holliday junction branch migration, FAM/BHQ fluorescence; inhibition, % at 10.4 µM; AID 602329; actives 0.14% (n = 360,000);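 active means mean normalized replicate activity at least 40 and at least half of replicates scoring 40 or more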;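 further: 0% = median of neutral control wells and 100% = median of positive control wells; inhibitors cause a drop in the FAM fluorescence signal; in these data hits start at about 50%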
PglD inh: inhibitors of Campylobacter jejuni PglD acetyltransferase; purified PglD enzyme, DTNB colorimetric CoA detection; inhibition, % at 12.5 µM; actives 0.098% (n = 360,000); in the data active means inhibition above about 16%, passing the limit was not always enough; further: strong numbers were not always called active
The depositor's hits bear a star; / = no result given; & = joins results of further samples; [ ] = another dose, or the depositor's remark.

SMILES	E-sel inducer	RAD52 anneal inh	Cneo AK release	miR122 inh	PGC1a acetyl inh	ERAP1 inh	RAD54 branch	PglD inh
CC(=O)Nc1ccc(NC(=O)C(C)OC(=O)c2ccc(N(C)C)cc2)cc1 (configuration not stated)	0.0	-16	1	-7	13	-3	-7	-4
CCOC(=O)c1cc(C#N)c(N2CCCC2)nc1-c1ccccc1	/	/	3	8	32	/	4	-2
COCCCNC(=O)c1csc([C@@H]2C[C@H](O)[C@@H](CO)O2)n1	0.2	-7	1	1	/	0	1	-1
N#C/C(=N/Nc1ccc(S(=O)(=O)N2CCOCC2)cc1)C(N)=O	5.4	-8	0	-4	3	4	-11	-5
O=c1cc(-c2ccc(Cl)cc2)nc(N2CCN(c3ccccc3)CC2)[nH]1	/	-13	0	1	-4	-6	3	1
Cc1ccc2c(C)nc(Nc3nc(CSc4nc5ccccc5s4)cc(=O)[nH]3)nc2c1	0.1	-30	-2	-5	11	/	-10	-1
COc1cccc(OCc2cc(C3Nc4ccccc4C(=O)N3Cc3ccco3)ccc2OC)c1 (configuration not stated)	/	/	2	3	-30	/	0	1
C[C@@H]1CCCCO[C@@H](CN(C)Cc2ccccc2)[C@@H](C)CN([C@@H](C)CO)C(=O)c2cc(NC(=O)CCCN(C)C)ccc2O1	0.1	1	2	2[16.7 µM]	2	1	3	-1
C[C@H]1CCCCO[C@H](CN(C)C)[C@@H](C)CN([C@@H](C)CO)C(=O)c2cc(NC(=O)Nc3ccc(C(F)(F)F)cc3)ccc2O1	/	49	47	3[16.7 µM]	-1	-3	9	4
Cc1nn(CSc2c(F)c(F)c(F)c(F)c2F)c(C)c1[N+](=O)[O-]	1.7	-15	-2	-8	-7	1	1	8
CCCC(=O)Nc1ccc2c(c1)C(=O)N(C)[C@@H]1CC[C@@H](CC(=O)NCc3ccccc3Cl)O[C@@H]1CO2	-0.1	-11	-5	2[16.7 µM]	-8	-2	2	-2
CCN(CC)c1ccc(NC(=O)CN2CCN(c3nc(C)cc(C)n3)CC2)cc1	/	/	2	-6	-4	/	-6	4
Fc1ccc(/C=N/Nc2nnnn2-c2ccccc2)cc1	1.5	-13	/	/	-8	0	/	/
O=C(c1cccc(C(F)(F)F)c1)C1CCCN(C(=O)CN2CCOC2=O)C1 (configuration not stated)	-0.4	-5	1	/	/	0	-14	1
O=S(=O)(Nc1ccc(Br)cc1)N1CCOCC1	-0.3	2	1	0	1	-2	11	-4
O=C(CN(Cc1ccco1)C(=O)CNS(=O)(=O)c1ccc(F)cc1)NCc1ccccc1	/	-3	0	-1	/	-2	-2	-6
O=C(NCc1cccnc1)C1C2C=CC(C2)C1C(=O)Nc1cccc(C(F)(F)F)c1 (configuration not stated)	/	-4	2	5	-7	-4	-3	2
O=C1CN(C(=O)COc2ccccc2Cl)c2ccccc2N1	/	-22	-1	/	/	-1	0	-2
C[C@@H]1CCCCO[C@@H](CN(C)Cc2ccc(C(=O)Nc3ccccc3N)cc2)[C@@H](C)CN([C@H](C)CO)C(=O)c2cc(NC(=O)Nc3ccc4c(c3)OCO4)ccc2O1	0.4	/	1	5[16.7 µM]	5	/	3	-1
O=C(c1ccc2c(=O)n(Cc3ccc(Cl)cc3)c(=S)[nH]c2c1)N1CCCC1	/	2	0	1	15	2	7	2
CO[C@@H]1CN(C)C(=O)c2ccc(NC(=O)c3ccccc3)cc2OC[C@H](C)N(C(=O)CN(C)C)C[C@@H]1C	0.0	0	0	0[16.7 µM]	-9	-2	-4	-3
Fc1ccccc1CSc1ncnc2c1ncn2C1CCCO1 (configuration not stated)	-0.1	-5	1	7	-4	0	1	-5
O=C(N[C@@H]1CC[C@H](CCNC(=O)C2CCOCC2)O[C@@H]1CO)c1ccncc1	0.6	13	-4	/	1	-1	6	5
NCc1cccc(CNc2ccc([N+](=O)[O-])cc2C(N)=O)c1	-0.1	-14	5	-6	11	/	10	2
CCOC(=O)C1CCN(C2CCN(C(=O)c3oc4c(C)c(C)ccc4c3C)CC2)CC1	0.5	-60	2	-12	/	-1	-2	-2
O=C(Nc1nc(-c2ccc(F)c(F)c2)cs1)c1cc([N+](=O)[O-])ccc1N1CCOCC1	-0.7	/	3	0	2	/	-7	2
COC(=O)c1c(N)nc(C)n1-c1ccc(OC)cc1	/	/	-1	-34	0	/	9	-2
CCOc1ccc(NC(=O)CN(C)C(=O)CC2CCCCC2)cc1OCC	0.7	-3	2	5	-13	1	7	2
C/C(=C\c1ccccc1)C(=O)Nc1nc2ccc([N+](=O)[O-])cc2s1	/	-4	1	-6	10	-1	7	1
O=C(C[C@H]1C/C=C\C[C@@H](Cc2ccc(F)cc2)C(=O)O[C@H](c2ccccc2)CNC1=O)N[C@@H](CO)Cc1ccccc1	0.1	/	0	-6	16	/	-2	1
COC(=O)C[C@H]1CC[C@H](NS(=O)(=O)c2ccccc2F)[C@H](CO)O1	-0.7	-8	-14	/	4	0	0	4
NCCNC(=O)Cc1cccc(NC(=O)Cc2ccc(Nc3ncnc4c3ncn4[C@@H]3O[C@H](CO)[C@@H](O)[C@H]3O)cc2)c1	0.1	-6	1	-4	-2	-3	-6	2
Cc1ccccc1NC(=O)CSCCO	/	/	0	0	2	/	-5	1
CCC(=O)N1CC2(C1)CN(Cc1nccs1)[C@H](CO)c1c2c2ccc(OC)cc2n1C	-0.5	-1	/	/	11	0	/	/
CC(C(=O)Nc1nccs1)N1C(=O)c2ccccc2S1(=O)=O (configuration not stated)	-0.3	-16	0	-2	/	-1	0	0
OCC(O)C1OC(c2ccco2)OC(CO)C1O (configuration not stated)	0.0	-66	-1	-8	4	2	1	0
O=C(c1nc2ccccn2c1CN1CCCC(OCc2ccccc2)C1)N1CCCC1 (configuration not stated)	/	-17	-3	0	/	-2	-1	5
Cc1noc(C)c1S(=O)(=O)Nc1ccc2c(c1)C(=O)N([C@H](C)CO)C[C@H](C)[C@@H](CN(C)CC1CCCCC1)O2	0.1	1	2	-4[16.7 µM]	2	0	-3	8
COc1ccc(CNC(=O)CN(Cc2ccccc2)C(=O)CCC(=O)Nc2ccccn2)cc1	0.1	-6	3	1	/	-1	-9	-1
COc1cc(NC(=O)Cn2ccsc2=N)cc(OC)c1	/	-4	-3	-2	-8	0	-5	-2
Cc1ccc(Sc2ccc(C(=O)NC(C)C)cc2[N+](=O)[O-])cc1	/	/	1	-2	4	/	1	-1
C=CCNc1nc2c(c(=O)[nH]c(=O)n2C)n1CCCCC	/	-13	2	/	/	0	-2	1
CC(C)C#Cc1cnc2c(c1)C(=O)N([C@H](C)CO)C[C@@H](C)[C@@H](CN(C)C(=O)Cc1ccccn1)O2	0.0	1	-2	-6[16.7 µM]	-1	8	2	0
O=C1COc2ccc(C(=O)COC(=O)c3ccco3)cc2N1	-0.4	8	/	-4	-3	/	/	/
COc1ccc(CCN2CC(C(=O)NCCc3ccc(C(F)(F)F)cc3)CCC2=O)cc1 (configuration not stated)	0.6	1	-2	7	2	-5	-8	4
N#C[C@@H]1[C@H](c2ccc(C#CCC3CCCC3)cc2)[C@@H](CO)N1C(=O)c1ccccn1	-0.1	-75	-1	/	5	-4	-4	4
C[C@H](CO)N1C[C@H](C)[C@@H](CN(C)C(=O)Nc2ccc3c(c2)OCO3)Oc2ccc(NC(=O)C3CCCCC3)cc2C1=O	3.4&-0.2	0&-19	-6&0	0[16.7 µM]	13&1	7&1	-1&8	1&0
CCOC(=O)N1CCN(c2c(N3CCN(c4ccc(OC)cc4)CC3)c(=O)c2=O)CC1	-1.4	1	-1	-1	7	3	-2	/
Cc1ccccc1S(=O)(=O)N1C[C@H](O)COC[C@@H]2O[C@@H](CC(=O)N3CCC(Cc4ccccc4)CC3)CC[C@H]21	-0.1	19	1	-6[16.7 µM]	-38	1	1	2
O=C(NC[C@@H]1N[C@@H](CO)[C@H]1c1ccc(-c2cccnc2)cc1)C1CCCC1	0.3	-62	0	-7[16.7 µM]	16	-1	3	20
CCCC(=O)Nc1ccc2c(c1)OC[C@@H](C)N(C(=O)CC1CC1)C[C@@H](C)[C@@H](OC)CN(C)C2=O	0.1	4	-1	-4[16.7 µM]	-6	-1	0	-2
CCOc1ccc(C(=O)CSCCC(=O)O)cc1	0.6	-7	1	-3	-2	4	-8	-8
O=C(NCCc1ccccc1)[C@H]1[C@H](CO)[C@H]2Cn3c(cccc3=O)[C@H]2N1Cc1ccccc1	-2.1	-5	15	/	/	3	-11	4
COc1ccc(OCCCC(=O)ON=C(N)c2ccccc2Cl)cc1	-0.5	-7	3	-4	7	-2	-2	2
CCn1c(SCCC(C)C)nnc1-c1c[nH]c2ccccc12	-0.1	-6	2	9	-8	2	-6	0
Cc1nn(CC(=O)NCCc2ccc(Cl)cc2)c(=O)c2cccn12	/	-4	0	2	2	2	-3	2
Cc1cccc(C2c3[nH]c4ccccc4c3CCN2C(=O)CN2CCOC2=O)n1 (configuration not stated)	-1.6	-11	-2	-6	5	1	4	0
O=C(Cc1ccc(Cl)cc1)c1c[nH]c(C(=O)NCCCn2ccnc2)c1	4.4	-12	/	/	-12	-1	/	/
Cc1cc(C)n(-c2nc3ccccc3nc2N2CCC(C)CC2)n1	/	/	32	-6	-14	/	5	0
CCn1nc(C(=O)NNC(=O)C(Cc2ccccc2)NC(N)=O)c2ccccc2c1=O (configuration not stated)	-0.5	-13	0	/	7	1	3	0

Results in RAD52 anneal inh, RAD54 branch and PGC1a acetyl inh (four entries from above):
mol	RAD52 anneal inh	RAD54 branch	PGC1a acetyl inh
CCCC(=O)Nc1ccc2c(c1)OC[C@@H](C)N(C(=O)CC1CC1)C[C@@H](C)[C@@H](OC)CN(C)C2=O	4	0	-6
CCOc1ccc(C(=O)CSCCC(=O)O)cc1	-7	-8	-2
O=C(NCCc1ccccc1)[C@H]1[C@H](CO)[C@H]2Cn3c(cccc3=O)[C@H]2N1Cc1ccccc1	-5	-11	/
COc1ccc(OCCCC(=O)ON=C(N)c2ccccc2Cl)cc1	-7	-2	7

The results go on.
SMILES	E-sel inducer	RAD52 anneal inh	Cneo AK release	miR122 inh	PGC1a acetyl inh	ERAP1 inh	RAD54 branch	PglD inh
CN1C(=O)c2cc(NC(=O)c3cnccn3)ccc2OC[C@H]2O[C@@H](CC(=O)NC3CCC3)CC[C@@H]21	0.0	-7	-5	-22[16.7 µM]	7	2	1	1
COc1ccc(NC(=O)COC(=O)c2ccc(S(=O)(=O)N3CCCCC3)cc2)c(OC)c1	0.0	-7	-1	-2	/	0	4	0
CCOC(=O)Cc1csc(/N=C/c2c(O)n(-c3ccccc3C(F)(F)F)c(=O)c3ccccc23)n1	/	/	1	7	/	/	-2	-5
FC(F)(F)c1cccc(OCC2CNC(=S)O2)c1 (configuration not stated)	-1.6	-10	3	-4	/	0	-5	-5
COc1ccc(C(=O)Nn2cnnc2)cc1	/	/	0	-4	5	/	-12	-6
Cc1ccccc1NC(=O)NCc1ccccn1	0.6	-12	-2	-4	-6	5	5	-3
Cc1cc(C)cc(-n2nnnc2-c2cn(C)nc2C(F)(F)F)c1	/	/	-2	8	5	/	-6	5
N#CCCCCn1c(-c2cncs2)nc2ccccc21	/	/	-2	-10	-3	/	0	-15
C=CCN1C(=O)C2C(C(=O)NCc3ccccc3)C3(C)C=CC2(O3)C1C(=O)NC(C)(C)C (configuration not stated)	/	/	9	-8	0	/	-4	2
